# Compound activity as filed in PubChem BioAssay.
# TRPV1 ag: HTS Assay for Compounds that Act as Agonists of the Vanilloid Receptor 1; Transient receptor potential cation channel subfamily V member 1 (Homo sapiens), Q8NER1; TRPV1-expressing cells, Fluo-8 calcium influx, agonist mode; activation, % at 8.33 µM; actives 0.19% (n = 320,000); in the data active means activation above about 80%; inconclusive means between about 30% and that limit; further: 0% is about no effect
#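 TRPV1-expressing cells were cultured overnight at 35.5C and loaded with Fluo-8 calcium dye for 40 to 90 min at room temperature. After a 10 s baseline, compound was added and calcium influx was read kinetically for 3 min (ex 480/em 520 nm).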
# S-ASM inh: Inhibitors of Secretory Acid Sphingomyelinase (S-ASM): qHTS; Sphingomyelin phosphodiesterase (Homo sapiens), P17405; Potency, µM (series often up to 57.5 µM), for the others: top-dose activity change, negative = inhibition, most hits filed as inhibitors; AID 504937, 2011; actives 0.006% (n = 340,000); placental ASM, HMU-PC fluorogenic substrate, 60 min; further: potency means the concentration at half of the fitted maximal effect
#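 qHTS format. ASM enzyme prepared from human placenta hydrolyses the fluorogenic substrate HMU-PC0 (9 uM final) over 60 min at 37 °C after a 10 min compound preincubation.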
# p53 reactivation: qHTS assay for re-activators of p53 using a Luc reporter; H1299 p53-A138V BP100-luciferase reporter, luminescence, 24 h; Potency, µM (titrated, usually from 92.2 µM), for the others: at the highest dose activity change, positive = activation, hits mostly activators; actives 0.063% (n = 320,000); further: potency means the concentration at half of the fitted maximal effect; % of control where 0% means no effect; nearly all actives have a fitted effect of over 45% in size
#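 p53-null H1299 cells stably carrying temperature-sensitive p53-A138V and a BP100-luciferase reporter were pinned with compounds (4-point, 1:5 series) and held 24 hrs at 37 deg C. Luminescence was read 10 min after detection reagent.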
# USP2a block: qHTS Assay for Inhibitors of Ubiquitin-specific Protease USP2a Using CHOP2 as the Reporter; Ubiquitin carboxyl-terminal hydrolase 2 (Homo sapiens), O75604; USP2 core, Ub-CHOP2 coupled fluorogenic reporter, 485/531; Potency, µM (top dose mostly 38.3 µM), for inactives: at the top dose activity change, negative = inhibition, usual class: inhibitors; actives 0.01% (n = 330,000); AID 463254, 2010;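 further: potency means the concentration at half of the fitted maximal effect; plate controls were DMSO wells for no effect and full inhibition by NEM control for full effect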
#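 Deubiquitinase activity read as fluorescence (485/531 nm) after Ub-CHOP2 cleavage activates the enterokinase reporter on its substrate; USP2 core 10nM, Ub-CHOP2 and substrate 25nM each, 30min compound preincubation then 60min RT; data normalized to NEM, curves fitted.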
# ELG1 genotox: qHTS screen for small molecules that induce genotoxicity in human embryonic kidney (HEK293T) cells expressing luciferase-tagged ELG1; Potency, µM (doses to about 46 µM), for inactives: at the highest dose activity change, positive = activation, actives largely listed as activators; HEK293T ELG1-luciferase reporter, luminescence, 16 h; actives 1.3% (n = 330,000); further: potency means the concentration at half of the fitted maximal effect; % of control where 0% means no effect; nearly all actives have a fitted effect of over 60% in size
#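 Genotoxicity was scored as increased ELG1-luciferase reporter signal, measured by ONE-Glo luminescence (30 min, room temperature). Compound or vehicle exposure of the HEK293T reporter cells lasted 16 hr at 37°C.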
# Integrin act MD: qHTS for Activators of Integrin-Mediated Alleviation for Muscular Dystrophy; alpha7betagal myoblasts, beta-gal FDG fluorescence, 48 h; actives 0.064% (n = 350,000); Potency, µM (highest dose often 38.3 µM), for inactives: at the top dose activation, hits mostly activators; AID 624291, 2012;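 further: potency means the concentration at half of the fitted maximal effect; 100% = response of the positive control SU9516; nearly all actives have a fitted effect of over 60% in size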
#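 Alpha7betagal+/- myoblasts (passage 13) were plated 16-24 hr, then exposed to compounds (1:260 dilution of DMSO stock) for 48 hours at 37C. After MPER lysis, β-galactosidase reporter activity was read as FDG fluorescence (ex 480/em 540) after 30 minutes.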
# B2AR arrestin: qHTS assay of beta-arrestin-biased ligands of beta2-adrenergic receptor; Beta-2 adrenergic receptor (Homo sapiens), P07550; beta-arrestin recruitment to beta2AR, cell-based reporter; Potency, µM (series often up to 46.1 µM), inactives show at the top dose activation, most hits filed as activators; actives 0.02% (n = 330,000); AID 492947, 2010;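 further: potency means the concentration at half of the fitted maximal effect; 0% = DMSO controls and full agonism = EC100 isoproterenol or metaproterenol; nearly all actives have a fitted effect of over 65% in size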
# Target sequence (P07550 whole entry, looked up): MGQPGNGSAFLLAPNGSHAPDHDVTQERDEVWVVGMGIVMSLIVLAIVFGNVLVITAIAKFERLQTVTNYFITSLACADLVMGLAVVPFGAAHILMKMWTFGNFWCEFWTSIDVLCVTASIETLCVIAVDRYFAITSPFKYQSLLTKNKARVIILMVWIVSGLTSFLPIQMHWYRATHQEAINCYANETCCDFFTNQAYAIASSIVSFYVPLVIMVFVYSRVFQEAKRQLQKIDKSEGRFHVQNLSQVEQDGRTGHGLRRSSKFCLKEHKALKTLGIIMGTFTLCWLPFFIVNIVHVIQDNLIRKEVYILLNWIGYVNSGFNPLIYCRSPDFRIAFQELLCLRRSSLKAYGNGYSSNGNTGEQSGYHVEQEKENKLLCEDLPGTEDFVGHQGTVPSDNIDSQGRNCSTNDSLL
# uPA surface inh: qHTS for Inhibitors of Cell Surface uPA Generation; cell surface uPA generation assay, qHTS; Potency, µM (doses to about 38.3 µM), for the others: at the highest dose activity change, negative = inhibition, hits mostly inhibitors; actives 0.31% (n = 330,000); active means well fitted inhibition curve with a large enough effect; inconclusive means small, poorly fitted or top-dose-only effect; inactive means no such curve, though single readings can be large or run the other way; tested in mouse RAW 264.7 cells; further: potency means the concentration at half of the fitted maximal effect; on the % scale 0 is the no-effect control and ±100 the full control effect; nearly all actives have a fitted effect of over 55% in size
# BRCA1 expr act: qHTS Assay to Identify Small Molecule Activators of BRCA1 Expression | MCF7-BRCA1-FFLuc reporter, luminescence, 48 h; response scale: scaled: vehicle 0%, 10 µM genistein 100% | Potency, µM (doses to about 46.1 µM), for the others: top-dose activation, most hits filed as activators | actives 1.1% (n = 380,000); further: potency means the concentration at half of the fitted maximal effect; nearly all actives have a fitted effect of over 80% in size; some results filed as inactive show a strong effect at the top dose
#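 Using MCF7 cells harboring a BRCA1 firefly luciferase reporter, plated 2 h before compound pinning, the screen measured luminescence after 48 h incubation. Responses were normalized to DMSO and 10 microM genistein, then fitted for concentration-effect.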
# TSG101-PTAP inh: qHTS Assay for Iinhibitors of HIV-1 Budding by Blocking the Interaction of PTAP/TSG101. Potency, µM (doses to about 115 µM), for inactives: at the highest dose activity change, negative = inhibition, hits mostly inhibitors. 340,000 tested, under 10 active. Fluorescence polarization, FITC-PTAP peptide / Tsg101 binding; active means well fitted inhibition curve with a large enough effect in the main read-out, with a control signal flat, not every such curve was filed as active; inconclusive means small, poorly fitted or top-dose-only effect, or effect the other way, or a change in a side signal; inactive means no such curve, though single readings can be large or run the other way; further: potency means the concentration at half of the fitted maximal effect; % of control where 0% means no effect
# Target sequence (Q99816 whole entry, looked up): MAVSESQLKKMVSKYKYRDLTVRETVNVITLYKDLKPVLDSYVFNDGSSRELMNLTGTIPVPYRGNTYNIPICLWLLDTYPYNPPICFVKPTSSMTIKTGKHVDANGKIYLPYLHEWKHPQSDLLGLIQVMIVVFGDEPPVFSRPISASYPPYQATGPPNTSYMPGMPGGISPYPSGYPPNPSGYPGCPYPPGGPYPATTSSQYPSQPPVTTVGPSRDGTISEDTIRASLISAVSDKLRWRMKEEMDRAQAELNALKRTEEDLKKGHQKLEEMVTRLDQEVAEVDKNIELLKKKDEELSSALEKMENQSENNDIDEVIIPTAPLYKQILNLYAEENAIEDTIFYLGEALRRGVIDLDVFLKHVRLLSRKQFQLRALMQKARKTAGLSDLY
#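 Compounds were pin-transferred onto Tsg101 binding domain (10 uM final) in HEPES pH 7.5 buffer, then FITC-PTAP peptide was added at 50 nM final. After 20 min at RT, polarization reported peptide displacement across a qHTS concentration series.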
# Eya2 inh: qHTS Assay for Inhibitors of the Phosphatase Activity of Eya2; Protein phosphatase EYA2 (Homo sapiens), O00167; recombinant Eya2, OMFP fluorescence dephosphorylation (OMFP is methylfluorescein phosphate); Potency, µM (series often up to 76.9 µM), for the others: at the highest dose activity, negative = inhibition, usual class: inhibitors; actives 0.006% (n = 330,000); further: potency means the concentration at half of the fitted maximal effect; on the % scale 0 is the no-effect control and ±100 the full control effect
#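 Eya2 (0.2 uM) preincubated 10 min at ambient with compound, then OMFP substrate added at 50 uM; 10 min reaction in 50 mM HEPES pH 7.5, 50 mM NaCl, 5 uM MgCl2, 0.05% BSA, 1 mM DTT. Fluorescence read at Ex 485/Em 525 nm.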
# Active calls of the source: *; ? = inconclusive; . = not tested or not shown; [ ] = remark or other dose. Unless noted, the call rests on the fitted dose curve; in most records, active means well fitted curve in the direction sought with a large enough effect; inconclusive means small, poorly fitted or top-dose-only effect, or another doubt; inactive means no such curve, though single readings can be large; an effect the other way counts as inactive or inconclusive.
# Start of the listing, in advance (2 entries):
SMILES | TRPV1 ag | S-ASM inh | p53 reactivation | USP2a block | ELG1 genotox | Integrin act MD | B2AR arrestin | uPA surface inh | BRCA1 expr act | TSG101-PTAP inh | Eya2 inh
COC(=O)c1ccc(NC(=O)COC(=O)c2nc3nccc(C)n3n2)cc1 | -1 | -3% | 1% | 0% | -1% | 9% | 0.0% | 0% | 27% | -3% | -4%
CC(=O)c1cccc(N(CC(=O)NC2CCCCC2)C(=O)c2csnn2)c1 | 3 | 4% | 1% | -1% | 5% | 0% | -0.2% | 2% | 29% | -3% | -2%

# The whole of this part, from the first entry:
SMILES | TRPV1 ag | S-ASM inh | p53 reactivation | USP2a block | ELG1 genotox | Integrin act MD | B2AR arrestin | uPA surface inh | BRCA1 expr act | TSG101-PTAP inh | Eya2 inh
COC(=O)c1ccc(NC(=O)COC(=O)c2nc3nccc(C)n3n2)cc1 | -1 | -3% | 1% | 0% | -1% | 9% | 0.0% | 0% | 27% | -3% | -4%
CC(=O)c1cccc(N(CC(=O)NC2CCCCC2)C(=O)c2csnn2)c1 | 3 | 4% | 1% | -1% | 5% | 0% | -0.2% | 2% | 29% | -3% | -2%
CN(Cc1ccc(Cl)cc1)C(=O)c1ccc(S(=O)(=O)NCc2ccco2)cc1 | 2 | -1% | -6% | 1% | -2% | -16% | -0.2% | -16% | -24% | -5% | 10%
O=C(Nc1cccc(F)c1)c1cc(S(=O)(=O)N2CCOCC2)cs1 | ? | -3% | -2% | 0% | -9% | -25% | -1.5% | -3% | -1% | -4% | -10%
O=C(C[n+]1ccccc1)N/N=C/c1c(F)cccc1Cl | -1 | -1% | 5% | 0% | 3% | -10% | -0.9% | -12% | 7% | -9% | 7%
CCn1cc(C(=O)NCC2CCCO2)c(=O)c2cc(F)c(N3CCN(C)CC3)cc21 (configuration not stated) | . | 6% | 4% | 1% | 3% | -17% | -0.2% | 4% | -4% | -2% | -2%
COc1ccc(Nc2nc3ccccc3n3cnnc23)cc1 | 0 | -2% | -7% | -1% | 5% | 23% | -0.4% | 11% | -65% | . | -14%
O=[N+]([O-])c1cccc(C=Nc2cccc3ccccc23)c1O | 1 | -1% | -29% | -6% | -1% | 24% | -0.5% | -2% | -38% | -4% | -2%
O=C1[C@H]2[C@H]3[C@H](O)[C@H](O)C/C(=N\OC[C@@H](O)COCc4ccco4)[C@@H]3CC[C@H]2C(=O)N1c1ccc(F)cc1F | 2 | . | -2% | 2% | 0% | . | -2.1% | . | . | . | 6%
Cc1ccc(CNC(=O)C(Cc2ccccc2)NS(=O)(=O)c2cccs2)cc1 (configuration not stated) | 1 | -2% | -2% | 0% | -3% | -5% | -0.1% | -5% | -6% | 0% | 8%
CCN1CCN(Cc2ccc(NC(=O)Nc3ccc(OC)cc3)cc2)CC1 | -1 | -1% | 7% | 2% | ? | 15% | 2.8% | -18% | 118% | 0% | 12%
COc1ccc(C(=O)NCCc2nnc3ccc(SCC(=O)N4CCOCC4)nn23)cc1 | -1 | -1% | 1% | -1% | -4% | 7% | -0.4% | 9% | 8% | 0% | 0%
COc1cc(C(=O)NCC(c2ccco2)N2CCCC2)ccc1OCc1ccccc1 (configuration not stated) | 3 | -1% | 4% | 2% | 1% | -49% | -0.4% | -16% | -7% | -4% | -15%
O=C(/C=C/c1ccc(Cl)cc1Cl)N(Cc1ccccc1)C1CCS(=O)(=O)C1 (configuration not stated) | 1 | -11% | -2% | 3% | -6% | 7% | -0.4% | -6% | -46% | -3% | -2%
CCC1CCCCN1C(=S)NC(=O)c1ccc(F)c(S(=O)(=O)N2CCOCC2)c1 (configuration not stated) | 4 | 3% | -2% | 0% | -6% | -7% | -0.2% | -12% | -2% | -4% | -1%
COc1cc2c(cc1OC)CN(C(=S)Nc1ccccc1)CC2 | 18 | 0% | -1% | 0% | -5% | -9% | -0.9% | 4% | 0% | -9% | 0%
Cc1ccnn1CCSCC(=O)O | -7 | 1% | 0% | 0% | -5% | 1% | 0.0% | 7% | 1% | -8% | 20%
C=CCN=C1NN=C(c2cc(C)n(CCOC)c2C)CS1 | -1 | 0% | -7% | -1% | -8% | 0% | -0.5% | 2% | -26% | 0% | -2%
CCn1c(CCNC(=O)c2ccco2)nc2ccccc21 | 2 | -3% | 6% | 2% | 1% | 7% | 0.1% | 1% | -11% | 1% | -3%
CC(=O)Oc1ccc(C(=O)O)cc1OC(C)=O | -2 | 2% | 14% | 6% | -2% | -11% | -0.8% | 10% | -10% | -8% | 11%[15.4 µM]

# Record cards, from the list above.
# `COc1cc(C(=O)NCC(c2ccco2)N2CCCC2)ccc1OCc1ccccc1` (configuration not stated) across the screens: TRPV1 ag = 3; S-ASM inh = -1%; p53 reactivation = 4%; USP2a block = 2%; ELG1 genotox = 1%; Integrin act MD = -49%; B2AR arrestin = -0.4%; uPA surface inh = -16%; BRCA1 expr act = -7%; TSG101-PTAP inh = -4%; Eya2 inh = -15%
# `Cc1ccnn1CCSCC(=O)O` across the screens: TRPV1 ag = -7; S-ASM inh = 1%; p53 reactivation = 0%; USP2a block = 0%; ELG1 genotox = -5%; Integrin act MD = 1%; B2AR arrestin = 0.0%; uPA surface inh = 7%; BRCA1 expr act = 1%; TSG101-PTAP inh = -8%; Eya2 inh = 20%

# Next section:
SMILES | TRPV1 ag | S-ASM inh | p53 reactivation | USP2a block | ELG1 genotox | Integrin act MD | B2AR arrestin | uPA surface inh | BRCA1 expr act | TSG101-PTAP inh | Eya2 inh
Cc1ccc(S(=O)(=O)N2[C@@H](c3ccccc3)C(C(=O)O)=CC[C@H]2c2cccs2)cc1 | 0 | 6% | 1% | 2% | 0% | 24% | 0.3% | -4% | 0% | -5% | 2%
Cc1ccc(-n2nc(C)c3c(C)cc(=O)[nH]c32)cc1 | 2 | -2% | 3% | -6% | ? | -2%[7.66 µM] | 0.5% | . | -43% | -5% | 5%
CCN(CC(=O)Nc1ccccc1C(F)(F)F)C(=O)c1cccc(N2C(=O)CCC2=O)c1 | -1 | . | 2% | 2% | -4% | 0% | 0.1% | -56% | -3% | -2% | 10%
COc1ccc(C)cc1S(=O)(=O)Nc1cccnc1 | 2 | -1% | -2% | -5% | 1% | 8%[7.66 µM] | 0.5% | 2% | 1% | -5% | -9%
CN1CCN(c2ccc([N+](=O)[O-])cc2C(=O)N2CCOCC2)CC1 | 0 | -2% | -8% | 0% | 1% | -23% | 4.4% | -2% | 0% | -2% | 6%
COc1ccc([C@H]2C(C(=O)O)=C[C@@H](C(C)(C)C)N2S(=O)(=O)c2ccccc2)cc1 | . | 1% | 5% | 2% | 1% | 11% | -0.2% | 8% | 11% | -1% | 9%
COC(=O)C1=CN(C2CC2)C=C(C(=O)OC)C1c1ccccc1OC | ? | . | 2% | -6% | 0% | 24% | 0.0% | 6% | -9% | 0% | 1%
COc1ccccc1N1C(=O)S/C(=C\c2cccs2)C1=O | 13 | 3% | ? | -1% | 4% | -32% | -0.1% | -3% | -43% | -1% | 6%
CC(=O)Nc1ccc(NC(=O)CSc2ccc3nnc(CCNC(=O)c4ccccc4)n3n2)cc1 | -1 | 1% | -7% | 3% | 0% | 24% | -0.4% | 15% | 0% | 1% | 6%
O=C(NCCc1ccc(Cl)cc1)c1ccc2c(c1)OCO2 | ? | 0% | ? | 3% | ? | 17% | -0.3% | 2% | ? | -10% | -4%
CCOC(=O)C1CCN(CC(O)COc2ccc(C(C)(C)CC)cc2)CC1 (configuration not stated) | 5 | 2% | 1% | -1% | -6% | -49%[inhibitor] | -0.1% | 8% | -36% | -1% | -5%
CC(C)(C)C(=O)O/N=C1/C(=O)N(c2ccccc2)c2ccccc21 | -3 | -1% | 2% | 1% | -1% | 5% | -0.6% | 13% | -2% | 4% | -1%
COc1ccc(CN2C(=O)CS(=O)CC2=O)cc1OC | . | 3% | 5% | 0% | 0% | 22% | -0.2% | . | 7% | 0% | -12%
CCCCn1c(N)c(N(CCOC)C(=O)COC(=O)CCOc2ccccc2)c(=O)[nH]c1=O | -2 | . | 4% | 1% | 11% | 13% | 0.0% | 1% | 2% | -2% | 5%
